WRN helicase inh: qHTS for Inhibitors of WRN Helicase. Potency, µM (titrated, usually from 114 µM), without a hit: at the top dose activity change, negative = inhibition, actives largely listed as inhibitors. AID 651768, 2012. WRN helicase unwinding, fluorescent forked duplex, kinetic. Bifunctional 3'-5' exonuclease/ATP-dependent helicase WRN (Homo sapiens), Q14191. hit rate 0.46% among 360,000; note: potency is the fitted concentration of half-maximal effect; % is set by controls: 0 for no effect and ±100 for the full control effect; nearly all actives have a fitted effect of over 55% in size
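Fluorescence dequenching readout, ex 525 nm/em 598 nm, kinetic mode: forked duplex DNA (100 nM final) with adjacent fluorophore and quencher unwound by WRN (20 nM final) with 2 mM ATP. Compound preincubation 15 min, room temperature.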
EPAC2 ag: qHTS for Agonist of cAMP-regulated guanine nucleotide exchange factor 4 (EPAC2): primary screen; Rap guanine nucleotide exchange factor 4 (Homo sapiens), Q8WZA2; EPAC2 activation, biochemical qHTS; response scale: 100% = 6.5 mM cAMP response; Potency, µM (highest dose often 154 µM), for inactives: at the highest dose activation, actives largely listed as activators; hit rate 0.079% among 360,000; note: potency is the fitted concentration of half-maximal effect; nearly all actives have a fitted effect of over 50% in size
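Nucleotide exchange monitored as fluorescence drop when BODIPY-GDP leaves Rap1B. Reaction: 100 nM EPAC2, 250 nM RAP1B-BODIPY-GDP, 50 uM GDP, room temperature, kinetic read over 30 min. Activity expressed relative to 6.5 mM cAMP.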
PLK1 PBD block: qHTS for Inhibitors of PLK1-PDB (polo-like kinase 1 - polo-box domain): Primary Screen | Serine/threonine-protein kinase PLK1 (Homo sapiens), P53350 | Plk1 PBD binding of FITC phosphopeptide, fluorescence polarization | Potency, µM, for inactives: max response, negative = inhibition, actives largely listed as inhibitors | hit rate 2.8% among 360,000 | AID 720504, 2013; note: potency is the fitted concentration of half-maximal effect; series mostly up to about 57 µM; % is set by controls: 0 for no effect and ±100 for the full control effect; nearly all actives have a fitted effect of over 65% in size
Target sequence (P53350 whole entry, looked up, the tested form may be a part): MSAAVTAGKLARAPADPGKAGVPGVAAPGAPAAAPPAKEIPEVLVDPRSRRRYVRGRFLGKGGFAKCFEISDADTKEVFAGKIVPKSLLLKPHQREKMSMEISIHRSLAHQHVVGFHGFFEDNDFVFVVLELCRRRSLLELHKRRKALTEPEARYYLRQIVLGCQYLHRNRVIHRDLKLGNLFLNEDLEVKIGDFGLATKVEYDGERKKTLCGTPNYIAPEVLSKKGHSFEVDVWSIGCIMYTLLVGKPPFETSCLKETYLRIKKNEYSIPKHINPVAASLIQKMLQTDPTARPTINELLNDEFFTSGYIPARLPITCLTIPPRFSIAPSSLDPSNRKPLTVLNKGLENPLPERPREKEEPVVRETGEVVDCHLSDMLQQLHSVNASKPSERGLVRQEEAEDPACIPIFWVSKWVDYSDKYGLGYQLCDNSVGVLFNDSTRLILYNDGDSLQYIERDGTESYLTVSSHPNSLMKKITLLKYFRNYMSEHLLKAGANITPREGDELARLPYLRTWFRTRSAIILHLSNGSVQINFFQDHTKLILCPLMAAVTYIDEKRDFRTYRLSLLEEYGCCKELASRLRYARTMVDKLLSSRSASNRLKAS
PI5P4Ka inh: qHTS for Inhibitors of phosphatidylinositol 5-phosphate 4-kinase (PI5P4K); Phosphatidylinositol 5-phosphate 4-kinase type-2 alpha (Homo sapiens), P48426; PI5P4Kalpha enzyme, ADP-Glo luminescence, 60 min; stronger effect = lower value; max response, %; hit rate 1.2% among 330,000; AID 652105, 2013; active = max response of -50% or lower; inconclusive = between -30% and -50%; inactive = -30% or higher; note: value at the top dose of about 77 µM; % is set by controls: 0 for no effect and ±100 for the full control effect
Target sequence (P48426 whole entry, looked up): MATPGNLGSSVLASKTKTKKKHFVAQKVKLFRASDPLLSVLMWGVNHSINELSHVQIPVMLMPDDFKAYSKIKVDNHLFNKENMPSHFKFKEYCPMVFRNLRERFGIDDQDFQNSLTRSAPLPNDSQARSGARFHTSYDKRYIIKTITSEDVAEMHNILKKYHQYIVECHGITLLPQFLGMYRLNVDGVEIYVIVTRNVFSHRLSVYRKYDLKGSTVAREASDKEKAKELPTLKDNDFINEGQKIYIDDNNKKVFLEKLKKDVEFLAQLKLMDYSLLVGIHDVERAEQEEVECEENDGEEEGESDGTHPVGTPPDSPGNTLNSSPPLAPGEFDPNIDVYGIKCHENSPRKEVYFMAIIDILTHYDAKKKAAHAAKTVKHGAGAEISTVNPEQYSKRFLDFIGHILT
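Human PI5P4Kalpha with substrate in 0.038 M HEPES pH 7.4, 0.28 mM EGTA, 0.1% CHAPS, 5% DMSO; reaction started with 5 microM ATP (final), 60 min at room temperature. ADP formed read by ADP-Glo luminescence.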
EPAC1 antagonist: qHTS for Antagonist of cAMP-regulated guanine nucleotide exchange factor 3 (EPAC1): primary screen; Rap guanine nucleotide exchange factor 3 (Homo sapiens), O95398; EPAC1 GEF assay, Rap1b-BODIPY-GDP exchange fluorescence; Potency, µM (top dose mostly 115 µM), for inactives: top-dose activity change, negative = inhibition, actives largely listed as inhibitors; hit rate 0.14% among 360,000; AID 720709, 2013;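 note: potency is the fitted concentration of half-maximal effect; plate controls were vehicle for no effect and positive control for full effect; nearly all actives have a fitted effect of over 50% in size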
CCT modulator: High-Throughput Screening for Modulators of Cytosolic Chaperonin Activity; purified chaperonin ATPase assay, HTRF ADP detection, 30 min; hit rate 0.3% among 360,000; AID 651819, 2012; activity change, % (test concentration not listed), hits read low; in the data active = activity change below about -30%; note: % is set by controls: 0 for no effect and ±100 for the full control effect
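TRiC at 40 or 20 nM final (batch-dependent) in 30 mM Tris pH 7.4, 100 mM KCl, 5 mM MgCl2, 1 mM DTT, with compound at single 76 uM and 10 uM ATP, 30 min at 37 deg C. ADP detected by HTRF Transcreener, 665/615 ratio.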
EPAC1 ag: qHTS for Agonist of cAMP-regulated guanine nucleotide exchange factor 3 (EPAC1): primary screen; Rap guanine nucleotide exchange factor 3 (Homo sapiens), O95398; EPAC1 agonist qHTS, biochemical assay; response scale: 100% = response to 6.5 mM cAMP; Potency, µM (top dose mostly 154 µM), without a hit: at the highest dose activation, usual class: activators; hit rate 0.073% among 360,000; AID 720707, 2013; note: potency is the fitted concentration of half-maximal effect; nearly all actives have a fitted effect of over 60% in size
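Nucleotide exchange assay: 100 nM EPAC1 with 250 nM Rap1B loaded with BODIPY-GDP and 50 uM GDP, room temperature. Fluorescence (480/540 nm) read every 5 min for 30 min; signal change normalized to 6.5 mM cAMP as full agonist.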
IL2 activator: qHTS of IL-2 Activators; IL-2 activation reporter assay, cell-based qHTS; stimulated with anti-CD3/CD4/CD28 beads; in transgenic mouse T cells; activation, % (series mostly up to about 46 µM); hit rate 0.065% among 360,000; AID 652025, 2013; in the data active = activation above about 50%; inconclusive = mostly about 30% to 49%; note: 0% is about no effect
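Screening format: compound pinned onto unstimulated transgenic mouse T cells, 60 min incubation, then anti-CD3/anti-CD4/anti-CD28 bead stimulation for 18 hours at 37 degrees C, followed by EGFP and DsRed detection.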
* = called active by the depositor; u = inconclusive; x = no result given; [ ] = another dose, or the depositor's remark. Unless noted, calls come from the whole dose curve; as a rule, active = well fitted curve in the direction sought with a large enough effect; inconclusive = small, poorly fitted or top-dose-only effect, or another doubt; inactive = no such curve, though single readings can be large; an effect the other way counts as inactive or inconclusive. Not all compounds are listed. The share of hits here may be higher or lower than overall.

Short keys: A = WRN helicase inh; B = EPAC2 ag; C = PLK1 PBD block; D = PI5P4Ka inh; E = EPAC1 antagonist; F = CCT modulator; G = EPAC1 ag; H = IL2 activator
Cc1ccc(C)c(CN2CCC(CNC(=O)Nc3ccc(Cl)cc3)CC2)c1
  A: 3.9%; B: 1.7%; C: 7.2%; D: 13.1; E: 5.9%; F: 0.4; G: 1.4%; H: -2.2

CNC(=O)NC(=O)CSc1nnc(-c2ccco2)n1-c1ccccc1
  A: 8.3%; B: 13.0%; C: 5.3%; D: -1.2; E: 19.8%; F: -1.1; G: 5.1%; H: 1.0

COc1ccc(C(=O)C(OP(=O)(OC)OC)c2ccccc2OC)cc1 (configuration not stated)
  A: -3.2%; B: 3.5%; C: -7.7%; D: -2.4; E: -3.8%; F: x; G: 10.0%; H: 0.2

COc1ccc(C(=O)N/N=C(\C)CC(=O)Nc2ccc3c(c2)OCCO3)c(OC)c1
  A: 4.8%; B: 11.3%; C: -17.8%; D: 2.1; E: -5.1%; F: -0.8; G: 4.6%; H: 0.3

C[C@H](C[C@H](O)[C@H]1OC1(C)C)C1=C2C[C@H](O)C3[C@@]4(C)CCC(=O)C(C)(C)C4CC[C@]3(C)[C@@]2(C)CC1 (some centres not stated)
  A: -11.4%; B: -8.9%; C: 5.9%; D: 15.2; E: u; F: 0.9; G: -37.3%[inhibitor]; H: -0.9

Cc1cc(C(F)(F)F)nn1CC(=O)NNC(=S)Nc1ccc(Cl)cc1
  A: 0.2%; B: -0.5%; C: -17.6%; D: x; E: -8.7%; F: -1.7; G: 3.5%; H: 1.2

CCOc1ccc(C(CC(=O)O)NC(=O)Cc2ccc(Cl)cc2)cc1 (configuration not stated)
  A: -6.3%; B: -1.6%; C: 6.9%; D: -4.1; E: -3.8%; F: 0.0; G: 9.3%; H: 1.1

COc1ccccc1C(OC(=O)c1cccs1)C(=O)NCC1CCCO1 (configuration not stated)
  A: -13.4%; B: -0.5%; C: -4.3%; D: x; E: 11.7%; F: 2.2; G: -3.3%; H: -1.5

O=C(CN1CCCCC1)N1CCCc2ccccc21
  A: 1.4%; B: 4.9%; C: -9.4%; D: x; E: 6.6%; F: -0.2; G: 7.4%; H: -3.1

O=C(Nc1cccc(S(=O)(=O)c2cccc(NC(=O)c3ccco3)c2)c1)c1ccco1
  A: -19.9%; B: 1.1%; C: 0.5%; D: -21.5; E: -25.6%; F: -5.0; G: -8.8%; H: -7.2

Cc1ccc(C(=O)Nc2ccccc2C(=O)NC2CCCCC2)cc1S(=O)(=O)N1CCOCC1
  A: -13.9%; B: 3.9%; C: -3.3%; D: x; E: -12.4%; F: -1.2; G: 16.7%; H: 1.3

NC(c1ccc(F)c(F)c1)c1nc(-c2cc(F)cc(F)c2)cs1 (configuration not stated)
  A: 2.5%; B: 7.2%; C: -1.0%; D: 23.0; E: 23.1%; F: 1.7; G: 1.4%; H: 1.2

Cc1ccc(/C=C/C(=O)Nc2nccs2)o1
  A: 3.2%; B: 7.4%; C: -14.0%; D: -5.2; E: 5.8%; F: -1.3; G: 10.6%; H: 0.9

Cc1ccc[n+](CC(=O)Nc2c(Cl)cc(Cl)cc2Cl)c1
  A: -6.5%; B: 10.1%; C: -2.7%; D: -6.7; E: -0.3%; F: -5.8; G: 3.5%; H: -0.5

COc1ccc(OCC(O)CNC(=O)Nc2ccc(C(C)(C)C)cc2)cc1 (configuration not stated)
  A: 0.4%; B: 4.4%; C: -7.2%; D: -8.0; E: -0.4%; F: -1.2; G: -12.5%; H: 0.7

CC1CCC(C(C)C)C(OC(=O)C[n+]2cc(-c3ccc(Cl)cc3)n3c2CCCCC3)C1 (configuration not stated)
  A: -4.4%; B: 2.3%; C: -1.3%; D: 0.9; E: 6.1%; F: 0.5; G: 2.1%; H: -0.5

O=C1CC(SC(=Nc2ccccc2)Nc2ccccc2)C(=O)N1c1ccc(Cl)cc1 (configuration not stated)
  A: 1.1%; B: -82.2%[inhibitor][15.6 µM]; C: -1.1%; D: -4.0; E: -9.0%; F: -1.0; G: 0.7%; H: -0.5

COc1ccc(C2C(O)C(c3c[nH]c4ccccc34)=NN2C(=O)CCl)cc1 (configuration not stated)
  A: u; B: 8.8%; C: -22.1%; D: 4.2; E: u; F: -0.6; G: -1.6%; H: -3.1

CSc1cccc(NC(=O)CN2C(=O)c3ccccc3S2(=O)=O)c1
  A: -0.8%; B: 12.1%; C: -2.6%; D: -1.2; E: -7.9%; F: -0.9; G: -3.3%; H: -0.9

O=C(NCCc1ccccn1)c1ccc2nc(Cc3ccccc3F)oc2c1
  A: -24.0%; B: -3.7%; C: -0.9%; D: 5.9; E: 0.9%; F: -2.2; G: -3.2%; H: -3.0

CC1(C)Cc2c(c(N3CCOCC3)nc3sc4c(NN)ncnc4c23)CS1
  A: -9.5%; B: -9.1%; C: 0.5%; D: x; E: -11.5%; F: -1.6; G: 7.0%; H: -0.4

CCCCn1nnnc1C(c1ccccc1)N1CCN(c2cc(C)ccc2C)CC1 (configuration not stated)
  A: -8.6%; B: 7.2%; C: 5.8%; D: 11.1; E: -8.9%; F: 0.5; G: -8.4%; H: 3.4

CCN(CC)C(=O)N1CCN(C(=O)N2CCOCC2)CC1
  A: 0.0%; B: 0.4%; C: 2.8%; D: 1.3; E: -3.2%; F: -1.2; G: 9.8%; H: -0.2

CC(C)CCNC(=O)C1CC2Cn3c(nc4cc(Cl)c(Cl)cc43)C2N1C (configuration not stated)
  A: 7.9%; B: 6.6%; C: -2.9%; D: -7.0; E: -5.5%; F: 0.5; G: -15.9%; H: -0.4

Cc1cc(C)c(C(=O)NC2CCCc3c2cnn3-c2ccc(C)c(C)c2)c(=O)[nH]1 (configuration not stated)
  A: u; B: 11.6%; C: -11.6%; D: 5.0; E: 13.1%; F: -3.4; G: -4.1%; H: -3.9

COCc1nnc(NC(=O)c2ccc(NC(=O)C(C)C)cc2)s1
  A: -0.1%; B: 7.5%; C: -0.7%; D: -1.1; E: -7.9%; F: -3.0; G: 2.1%; H: -0.5

O=C(NCCN1CCOCC1)c1ccccc1N1C(=O)[C@@H]2Cc3c([nH]c4ccccc34)C(c3ccccc3)N2C1=O (some centres not stated)
  A: 3.1%; B: 1.7%; C: -3.7%; D: -3.3; E: -4.4%; F: 2.4; G: -16.4%; H: -0.2

O=C(Cc1cccs1)NCCn1ccc2ccccc21
  A: 1.7%; B: 21.7%; C: -20.0%; D: 3.4; E: -6.9%; F: -0.4; G: -22.2%; H: -1.1

COc1cc(C2C(C(C)=O)=C(O)C(=O)N2c2ccc(C)cc2)ccc1O (configuration not stated)
  A: 0.5%; B: -3.9%; C: -0.3%; D: 2.9; E: 10.6%; F: 1.1; G: -5.1%; H: 0.3

c1ccc(-c2ccc(CN3CCSCC3)cc2)cc1
  A: -3.8%; B: 4.6%; C: 1.0%; D: 1.4; E: -18.1%; F: -7.5; G: 15.0%; H: -1.8

O=C(Nc1ccccc1C(=O)N1CCCCC1)c1cccc(S(=O)(=O)N2CCOCC2)c1
  A: -0.7%; B: 0.4%; C: -5.5%; D: 1.3; E: 13.3%; F: -1.9; G: 0.0%; H: 0.6

CC(C)OP(=O)(OC(C)C)C(NC(=O)c1cccc([N+](=O)[O-])c1)C(N)=O (configuration not stated)
  A: 10.4%; B: 0.2%; C: -10.9%; D: 3.9; E: 16.5%; F: 1.8; G: -5.6%; H: -1.1

CC(=O)c1ccc(S(=O)(=O)Nc2ccc(C(=O)N(C)CC(=O)Nc3cccc(C)c3C)cc2)cc1
  A: 5.0%[11.6 µM]; B: 1.2%; C: -20.7%; D: u; E: -5.8%; F: 0.0; G: -1.2%; H: 0.5

COc1ccc(/C=C2/NC(=O)N(Cc3ccccc3F)C2=O)cc1OC
  A: -3.9%; B: -0.8%; C: 5.1%; D: 8.3; E: -14.9%; F: -17.0; G: 6.3%; H: 0.7

Cc1ccc(N2CCN(C(=O)C3CCC(=O)N(Cc4ccc(Cl)cc4)C3)CC2)c(C)c1 (configuration not stated)
  A: -18.8%; B: 4.3%; C: -2.6%; D: 1.1; E: -15.3%; F: -2.1; G: -14.3%; H: -2.6

CC(C)c1ccc(-c2noc(C3CCCN(C(=O)c4ccc(F)cc4F)C3)n2)cc1 (configuration not stated)
  A: -13.3%; B: 13.8%; C: -12.3%; D: x; E: -16.6%; F: -1.3; G: -1.0%; H: -2.3

Cc1cc(NC2CCCCC2)nc2ccccc12
  A: 4.3%; B: 1.1%; C: -2.2%; D: 2.7; E: -23.7%; F: -0.2; G: 1.8%; H: -1.9

COC(=O)C1=CN(Cc2ccc(OC)c(OC)c2)C=C(C(=O)OC)C1c1cccc(OC)c1OC
  A: -2.2%; B: 18.7%; C: -2.9%; D: -4.0; E: -11.8%; F: -1.1; G: 18.1%; H: -3.2

COc1cc(C(=O)NCC(=O)OCn2nnc3ccccc3c2=O)cc(OC)c1OC
  A: 7.5%; B: 3.4%; C: -1.0%; D: 1.9; E: 6.4%; F: 0.4; G: -3.1%; H: 0.3

O=C(OCc1c(-c2ccccc2)ncc2ccccc12)N1CCOCC1
  A: 7.0%; B: 4.2%; C: -0.1%; D: -2.6; E: -20.7%; F: 0.2; G: -12.9%; H: -0.3

3 entries from above, ordered by the number in IL2 activator, largest number first.
mol	IL2 activator
CCN(CC)C(=O)N1CCN(C(=O)N2CCOCC2)CC1	-0.2
CC1(C)Cc2c(c(N3CCOCC3)nc3sc4c(NN)ncnc4c23)CS1	-0.4
CC1CCC(C(C)C)C(OC(=O)C[n+]2cc(-c3ccc(Cl)cc3)n3c2CCCCC3)C1 (configuration not stated)	-0.5

Compound activity as filed in PubChem BioAssay.
